TNF death inh: inhibitors of TNF-alpha triggered necroptosis, primary screen, cell-based, Jurkat FADD-/-, single concentration; Jurkat FADD-/- TNF necroptosis rescue, ATP luminescence, 24 h; 0 = TNF only, 100 = no-TNF cells; 0.068% of 220,000 active; activation (protection from cell death), % at 10 µM;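 active means activation, meaning protection from cell death, of at least 50% relative to plate controls; inactive means activation below 50%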;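 further: necroptosis triggered by 40 ng/mL TNF-alpha added together with compound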
zVAD death inh: inhibitors of zVAD-triggered necroptosis, primary screen, L929 cells. L929 zVAD necroptosis rescue, ATP luminescence, 24 h; with zVAD 60 µM. viability rescue, % at 10 µM. 0.38% of 220,000 active. AID 1377, 2008;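 active means activation, scaled between plate controls, above about 75%, limit read from the data; inactive means activation under that limit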;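 further: 0% = zVAD with DMSO and 100% = DMSO alone without zVAD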
PERK inh: block of dimerizer-induced PERK translation repression, primary screen, PERK inhibitor project, CHO PERK-DD cells, SEAP luminescence, HTS; Eukaryotic translation initiation factor 2-alpha kinase 3 (Homo sapiens), Q9NZJ5; CHO PERK-DD fusion, SEAP luminescence translation reporter; inhibition, % at 5.6 µM; 0.17% of 220,000 active; AID 1416, 2008;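 active means inhibition above the mean inhibition of all tested compounds plus 3 SD, set separately per screening campaign, cut at about 2.9% in these data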;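 further: PERK kinase domain activated by AP20187 dimerizer at 100 nM; 0% = DMSO with dimerizer and 100% = rapamycin at 8.4 µM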
RBBP9 inhibitor: human RBBP9 inhibitors, primary screen, biochemical, fluorescence polarization, FP-Rh probe, HTS | AID 1515, 2009 | inhibition, % at 7.94 µM | recombinant RBBP9 | Serine hydrolase RBBP9 (Homo sapiens), O75884 | 0.2% of 220,000 active;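 active means inhibition above the campaign mean of all tested compounds plus 3 SD, cut at about 14% in these data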;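 further: plate controls were DMSO wells with RBBP9 for no effect and wells lacking RBBP9 protein for full effect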
Target sequence (O75884 whole entry, looked up): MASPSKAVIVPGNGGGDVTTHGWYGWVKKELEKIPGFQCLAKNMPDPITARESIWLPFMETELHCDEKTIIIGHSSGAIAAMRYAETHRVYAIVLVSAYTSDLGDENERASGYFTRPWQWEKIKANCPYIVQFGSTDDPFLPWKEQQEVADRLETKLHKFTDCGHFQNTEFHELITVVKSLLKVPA
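System: RBBP9 protein / Quantity: 2.5 µM RBBP9 dispensing solution, before mixing / Also added: Serine-hydrolase probe FP-Rh, 375 nM pre-mixing / Dosing: 7.94 µM single dose, 0.794% DMSO / Timing: enzyme-compound preincubation 30 min, then probe labeling 45 min, 25 °C / Signal: FP readout at 525/598 nm / Controls: DMSO-treated enzyme wells and wells lacking RBBP9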
Runt-CBFb FRET: inhibitors of RUNX1 Runt–CBFb binding, primary screen, biochemical, FRET, Cerulean-Runt, Venus-CBFb, uHTS; Runt-related transcription factor 1 (Homo sapiens) + Core-binding factor subunit beta …; Cerulean-Runt/Venus-CBFb FRET ratio 530/480, 1 h; inhibition, % at 20 µM; 0.46% of 220,000 active;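 active means inhibition over about 50% at 20 µM in the single-dose screen, limit read from the data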;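 further: 0% = DMSO wells and 100% = excess unlabeled CBFb competitor control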
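Reagent – Venus-CBFb binding partner, 100 nM · Assay system – Cerulean-tagged RUNX1 Runt domain (FRET donor) fusion protein · Input – 100 nM per protein · Incubation – two 1 h room-temperature incubations shielded from light · Measured by – FRET fluorescence · Medium – Tris buffer pH 7.5 with salts and BSA · Benchmarks – unlabeled CBFb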
Runt-SMMHC FRET: inhibitors of RUNX1 Runt–CBFb-SMMHC binding, primary screen, biochemical, FRET, Cerulean-Runt, Venus-CBFb-SMMHC, uHTS. Runt-related transcription factor 1 (Homo sapiens) + Core-binding factor subunit beta …. Cerulean-Runt/Venus-CBFb-SMMHC FRET ratio 530/480, 1 h. inhibition, % at 20 µM. 0.74% of 220,000 active. AID 1434, 2008;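 active means mean inhibition across duplicate retests at 20 µM reaching about 50%, limit read from the data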;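 further: 0% = DMSO wells and 100% = wells with excess untagged CBFb-SMMHC; inhibitors lower the FRET ratio by blocking Runt binding to CBFb-SMMHC; some results filed as inactive read as strong as hits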
Hck Nef HTS: inhibitors of Nef-activated human Hck kinase, primary screen, biochemical, Z-Lyte FRET, 384-well, Hck-YEEI; inhibition, % at 20 µM; 0.68% of 220,000 active; Recombinant Hck-YEEI plus Nef, Z-Lyte FRET kinase assay; Tyrosine-protein kinase HCK (Homo sapiens), P08631;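 active means Hck-Nef kinase inhibition above about 50%, limit read from the data; inactive means inhibition below that limit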;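 further: 0% = DMSO with Hck plus Nef and 100% = Hck alone without Nef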
Target sequence (P08631 whole entry, looked up): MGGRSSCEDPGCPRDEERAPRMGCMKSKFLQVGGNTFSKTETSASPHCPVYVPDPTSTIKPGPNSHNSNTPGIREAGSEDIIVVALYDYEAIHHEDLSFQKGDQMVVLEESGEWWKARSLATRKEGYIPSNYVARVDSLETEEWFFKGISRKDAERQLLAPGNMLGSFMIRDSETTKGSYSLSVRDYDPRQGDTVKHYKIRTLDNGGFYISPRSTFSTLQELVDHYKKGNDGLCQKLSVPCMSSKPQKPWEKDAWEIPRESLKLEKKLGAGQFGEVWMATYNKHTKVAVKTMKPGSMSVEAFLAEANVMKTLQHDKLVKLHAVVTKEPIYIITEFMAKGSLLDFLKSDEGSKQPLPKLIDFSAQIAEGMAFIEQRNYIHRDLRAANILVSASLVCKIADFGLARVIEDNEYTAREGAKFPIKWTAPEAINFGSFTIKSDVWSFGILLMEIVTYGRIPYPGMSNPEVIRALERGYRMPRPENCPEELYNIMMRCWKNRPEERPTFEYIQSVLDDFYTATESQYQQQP
EP2 modulator: EP2 receptor modulators, cAMP readout, primary screen, cell-based, HTRF cAMP, PGE2 stimulation; Prostaglandin E2 receptor EP2 subtype (Homo sapiens), P43116; EP2-expressing cells, cAMP HTRF FRET, PGE2 co-stimulation; induction, % at 25 µM; 0.83% of 260,000 active;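 active means compounds whose cAMP rise, as percent of the full-agonist control response, exceeds 60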;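 further: rat C6 glioma line stably carrying human EP2 under a CMV promoter; the protocol text gives 20 µM as final concentration; 100% = response of wells given 1 µM PGE2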
Target sequence (P43116 whole entry, looked up): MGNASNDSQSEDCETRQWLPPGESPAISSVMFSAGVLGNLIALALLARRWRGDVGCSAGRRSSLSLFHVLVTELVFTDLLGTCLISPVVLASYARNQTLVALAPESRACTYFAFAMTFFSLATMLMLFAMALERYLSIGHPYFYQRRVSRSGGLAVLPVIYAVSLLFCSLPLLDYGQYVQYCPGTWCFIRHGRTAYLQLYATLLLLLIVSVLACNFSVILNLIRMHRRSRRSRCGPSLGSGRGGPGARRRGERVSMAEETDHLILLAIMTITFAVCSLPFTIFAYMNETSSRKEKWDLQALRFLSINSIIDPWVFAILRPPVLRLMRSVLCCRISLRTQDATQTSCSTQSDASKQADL
PGE2 EP2 inh: human EP2 receptor antagonists, primary screen, TR-FRET cAMP, C6 glioma cells; C6 glioma cells expressing human EP2; cells stimulated with saturating PGE2; inhibition, % at 25 µM; 0.52% of 260,000 active; AID 1422, 2008;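 active means percent inhibition above 40 after rounding to a whole number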;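 further: rat C6 glioma host cells with rolipram phosphodiesterase inhibitor present; the protocol text gives 20 µM as final concentration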
* marks the source's active call; other numbers are inactive results.

Screening CCO[C@H]1OC(C(=O)N2CCN(C)CC2)=C[C@@H](c2csc3ccccc23)[C@@H]1CCCO returned TNF death inh 1.2, zVAD death inh 0.6, PERK inh 0.7, RBBP9 inhibitor 0, Runt-CBFb FRET 0, Runt-SMMHC FRET 2, Hck Nef HTS 1, EP2 modulator 2 and PGE2 EP2 inh 12.
`COc1cccc(C2(O)CC(C(F)(F)F)=NN2C(=O)c2ccccn2)c1` (stereo unspecified) gave TNF death inh 0.6, zVAD death inh 5.3, PERK inh -0.4, RBBP9 inhibitor -16, Runt-CBFb FRET 1, Runt-SMMHC FRET 7, Hck Nef HTS 19, EP2 modulator 24 and PGE2 EP2 inh 11.
For CC(=O)OC1CC2(C)C(=O)CCC2C2CCc3cc(O)ccc3C12 (stereo unspecified) the results were TNF death inh -0.7, zVAD death inh -0.1, PERK inh -0.6, RBBP9 inhibitor -5, Runt-CBFb FRET 0, Runt-SMMHC FRET 13, Hck Nef HTS 1, EP2 modulator -1 and PGE2 EP2 inh 5.
Screening CCN1CCN(C(=O)c2c(-c3c(F)cccc3Cl)noc2C)CC1 returned TNF death inh 0.1, zVAD death inh -0.5, PERK inh 0.4, RBBP9 inhibitor -8, Runt-CBFb FRET 0, Runt-SMMHC FRET -3, Hck Nef HTS 3 and EP2 modulator 17.
N/C(=N\OC(=O)Cc1ccccc1)c1ccncc1 was read as TNF death inh 0.4, zVAD death inh 1.5, PERK inh 0.5, RBBP9 inhibitor -2, Runt-CBFb FRET 2, Runt-SMMHC FRET -3, Hck Nef HTS 17, EP2 modulator 22 and PGE2 EP2 inh 9.
`COc1ccc(S(=O)(=O)CCC(=O)N2CCN(c3ccccc3F)CC2)cc1` gave TNF death inh 0.4, zVAD death inh 0.6, PERK inh 0.3, RBBP9 inhibitor -2, Runt-CBFb FRET 1, Runt-SMMHC FRET 1, Hck Nef HTS 7, EP2 modulator 11 and PGE2 EP2 inh 3.
Screening C/C=C/C(=O)OCC(=O)Nc1ccc(C)c(S(=O)(=O)N(C)C)c1 returned TNF death inh 4.1, zVAD death inh 0.6, PERK inh 0.9, RBBP9 inhibitor -10, Runt-CBFb FRET -2, Runt-SMMHC FRET 0, Hck Nef HTS 20, EP2 modulator -21 and PGE2 EP2 inh 4.
`O=C1CCCC2=C1C1c3ccccc3C(=O)N1c1ccc(C(=O)c3ccccc3)cc1N2` (stereo unspecified) gave TNF death inh -4.4, zVAD death inh 1.1, PERK inh -0.8, RBBP9 inhibitor -2, Runt-CBFb FRET -6, Runt-SMMHC FRET -6, Hck Nef HTS 0, EP2 modulator -25 and PGE2 EP2 inh 18.
For Cc1ccc(NC(=S)N(CCN2CCOCC2)Cc2cc3cc4c(cc3[nH]c2=O)OCCO4)cc1 the results were TNF death inh -1.8, zVAD death inh 0.8, PERK inh -1.1, RBBP9 inhibitor -5, Runt-CBFb FRET 0, Runt-SMMHC FRET 0, Hck Nef HTS 14, EP2 modulator 1 and PGE2 EP2 inh 5.
O=C(N/N=C/c1c[nH]c2ccccc12)c1cccc([N+](=O)[O-])c1 was read as TNF death inh -4.6, zVAD death inh 2.0, PERK inh 0.4, RBBP9 inhibitor -4, Runt-CBFb FRET 1, Runt-SMMHC FRET 3, Hck Nef HTS 5, EP2 modulator -14 and PGE2 EP2 inh 6.
Screening CCSc1nnc(-c2ccncc2)n1Cc1ccccc1 returned TNF death inh -0.3, zVAD death inh -0.6, PERK inh 0.1, RBBP9 inhibitor 1, Runt-CBFb FRET 1, Runt-SMMHC FRET -3, Hck Nef HTS 1, EP2 modulator 5 and PGE2 EP2 inh 4.
Screening O=C1c2ccccc2C(=O)N1c1ccc(Br)c2cccnc12 returned TNF death inh 2.7, zVAD death inh 0.4, PERK inh 1.4, RBBP9 inhibitor -2, Runt-CBFb FRET 0, Runt-SMMHC FRET -4, Hck Nef HTS -8, EP2 modulator -19 and PGE2 EP2 inh 5.
Screening COc1ccc(-n2cnc3cc(NS(=O)(=O)c4ccccc4)ccc32)cc1 returned TNF death inh 53*, zVAD death inh -0.6, PERK inh -0.7, RBBP9 inhibitor -6, Runt-CBFb FRET 2, Runt-SMMHC FRET -7, Hck Nef HTS -7, EP2 modulator -12 and PGE2 EP2 inh 6.
`CC(C)C(C)NC(=O)CN1C(=O)NC2(CCCCCC2)C1=O` (stereo unspecified) gave TNF death inh -0.3, zVAD death inh 0.6, PERK inh 1.4, RBBP9 inhibitor 3, Runt-CBFb FRET 0, Runt-SMMHC FRET 2, Hck Nef HTS 0, EP2 modulator -1 and PGE2 EP2 inh 7.
For CCC(C)NC(C(=O)Nc1ccc(Cl)c([N+](=O)[O-])c1)c1ccccc1 (stereo unspecified) the results were TNF death inh 2.7, zVAD death inh 2.9, PERK inh -0.8, RBBP9 inhibitor -4, Runt-CBFb FRET 2, Runt-SMMHC FRET 0, Hck Nef HTS 2, EP2 modulator -2 and PGE2 EP2 inh 3.
Screening Nc1cc(N2CCCCC2)c(Cl)cc1[N+](=O)[O-] returned TNF death inh -4.2, zVAD death inh 0.3, PERK inh 0.6, RBBP9 inhibitor -5, Runt-CBFb FRET -1, Runt-SMMHC FRET 0, Hck Nef HTS 2, EP2 modulator -1 and PGE2 EP2 inh 7.
COC(=O)c1ccc(OCC(=O)c2cccc(OC)c2)cc1 was read as TNF death inh 0.9, zVAD death inh -0.1, PERK inh 1.0, RBBP9 inhibitor -8, Runt-CBFb FRET 0, Runt-SMMHC FRET 4, Hck Nef HTS 3, EP2 modulator -29 and PGE2 EP2 inh 2.
For CCN1CCN(Cc2ccc(NC(=O)Nc3cccs3)cc2)CC1 the results were TNF death inh -1.1, zVAD death inh 4.9, PERK inh 0.6, RBBP9 inhibitor -4, Runt-CBFb FRET -2, Runt-SMMHC FRET -2, Hck Nef HTS 2, EP2 modulator -14 and PGE2 EP2 inh 18.
Screening Cc1cc(NC(=O)C2CCN(S(=O)(=O)c3cnc[nH]3)CC2)ccc1Br returned TNF death inh 1.9, zVAD death inh 12, PERK inh 0.1, RBBP9 inhibitor -6, Runt-CBFb FRET 0, Runt-SMMHC FRET -2, Hck Nef HTS -4, EP2 modulator -25 and PGE2 EP2 inh 12.
Screening COC(=O)c1c(NC(=O)C2CCCCC2C(=O)O)sc2c1CCCCC2 (stereo unspecified) returned TNF death inh 1.0, zVAD death inh 0.9, PERK inh 0.3, RBBP9 inhibitor 0, Runt-CBFb FRET 2, Runt-SMMHC FRET -3, Hck Nef HTS 15, EP2 modulator 2 and PGE2 EP2 inh 15.
For C=CCNc1ncnc2c1cnn2-c1ccc(C)cc1C the results were TNF death inh 0.8, zVAD death inh 2.0, PERK inh 0.4, RBBP9 inhibitor -7, Runt-CBFb FRET 2, Runt-SMMHC FRET 3, Hck Nef HTS 2, EP2 modulator 28 and PGE2 EP2 inh 6.
CN(C)S(=O)(=O)c1cc(NC(=O)Cn2ccsc2=N)ccc1Cl was read as TNF death inh 1.6, zVAD death inh -0.4, PERK inh -0.3, RBBP9 inhibitor -7, Runt-CBFb FRET -3, Runt-SMMHC FRET 2, Hck Nef HTS 12, EP2 modulator -27 and PGE2 EP2 inh 3.
For Cc1cccc(C)c1NC(=S)N(Cc1cccs1)C1CCCC1 the results were TNF death inh -0.2, zVAD death inh 3.8, PERK inh 0.0, RBBP9 inhibitor -6, Runt-CBFb FRET 1, Runt-SMMHC FRET -1, Hck Nef HTS -5, EP2 modulator 55 and PGE2 EP2 inh 2.
`Cc1sc(NC(=O)c2ccccc2)c(C(=O)c2ccccc2)c1C` gave TNF death inh 3.3, zVAD death inh 0.5, PERK inh 0.2, RBBP9 inhibitor -5, Runt-CBFb FRET 44, Runt-SMMHC FRET 20, Hck Nef HTS 9, EP2 modulator 65* and PGE2 EP2 inh 11.
COCCOC(=O)C1=C(C)NC(=O)NC1c1ccc(OC(=O)c2ccco2)c(OC)c1 (stereo unspecified) was read as TNF death inh -1.0, zVAD death inh 0.1, PERK inh 0.4, RBBP9 inhibitor -7, Runt-CBFb FRET 1, Runt-SMMHC FRET -2, Hck Nef HTS -1, EP2 modulator 4 and PGE2 EP2 inh 0.
`CCn1cc(/C=N\NC(=O)c2ccc(Cl)cc2)cn1` gave TNF death inh -0.1, zVAD death inh 0.6, PERK inh 0.9, RBBP9 inhibitor -1, Runt-CBFb FRET -2, Runt-SMMHC FRET -1, Hck Nef HTS -40, EP2 modulator 11 and PGE2 EP2 inh 8.
`COc1ccc(N2C(=O)c3ccc(NC(C)=O)cc3C2=O)cc1` gave TNF death inh -2.6, zVAD death inh 0.0, PERK inh 1.5, RBBP9 inhibitor -5, Runt-CBFb FRET -2, Runt-SMMHC FRET 2, Hck Nef HTS 4, EP2 modulator -10 and PGE2 EP2 inh 8.
CCCCc1nc2sc3c(c2c(=O)n1NC(=O)c1ccco1)CC(C)(C)OC3 was read as TNF death inh 1.4, zVAD death inh 0.0, PERK inh -1.1, RBBP9 inhibitor -6, Runt-CBFb FRET 0, Runt-SMMHC FRET 1, Hck Nef HTS 4, EP2 modulator 7 and PGE2 EP2 inh 7.
`O=C(C1CCC(CNc2nc(=S)[nH]c3ccccc23)CC1)N1CCN(c2ccc(F)cc2)CC1` (stereo unspecified) gave TNF death inh -0.4, zVAD death inh 0.2, PERK inh 1.2, RBBP9 inhibitor -3, Runt-CBFb FRET -2, Runt-SMMHC FRET -2, Hck Nef HTS 27, EP2 modulator -42 and PGE2 EP2 inh 4.
`CCC(=O)Nc1c(C(=O)N2CCN(c3ccccn3)CC2)cnn1-c1ccc(C)cc1` gave TNF death inh 0.7, zVAD death inh 0.4, PERK inh -0.6, RBBP9 inhibitor -9, Runt-CBFb FRET -2, Runt-SMMHC FRET 5, Hck Nef HTS 1, EP2 modulator 28 and PGE2 EP2 inh 15.
`CCOC(=O)C1CCCN(C2CC(=O)N(c3ccc(C)c(C)c3)C2=O)C1` (stereo unspecified) gave TNF death inh 2.1, PERK inh -0.8, RBBP9 inhibitor -1, Runt-CBFb FRET -2, Runt-SMMHC FRET -1, Hck Nef HTS -1, EP2 modulator 5 and PGE2 EP2 inh 10.

Source: PubChem

These rows are one share of the data, so the mix of outcomes need not match the whole.
